EP2 modulator = modulates human prostaglandin E2 receptor EP2 signaling; P43116; 260,000 tested, 0.83% active; induction, % at 25 µM; AID 940; EP2-expressing cells, cAMP HTRF FRET, PGE2 co-stimulation;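 active = compounds whose cAMP rise, as percent of the full-agonist control response, exceeds 60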;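 also: rat C6 glioma line stably carrying human EP2 under a CMV promoter; the protocol text gives 20 µM as final concentration; 100% = response of wells given 1 µM PGE2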
BaF3 parental = counter-screen for JAK2V617F inhibitors: parental Ba/F3 viability inhibitors; CellTiter-Glo ATP luminescence; inhibition, % at 5.6 µM; 220,000 tested, 1.1% active; AID 1486;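 active = inhibition above a per-campaign cutoff, the mean inhibition of all tested compounds plus 3 SD, cut at about 27% in these data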;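 also: 0% = DMSO wells and 100% = JAK Inhibitor I control wells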
m-calpain inh = inhibitors of pig calpain II; 220,000 tested, 0.37% active; AID 1236; purified calpain II, fluorogenic peptide substrate, 30 min; inhibition, % at 16 µM;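 active = inhibition above about 50%, limit read from the data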
S1P4 antag = antagonists of human S1P4 receptor; inhibition, % at 4.98 µM; AID 1510; 220,000 tested, 0.26% active; S1P4-expressing cells, antagonist mode, reporter read-out; O95977; in the data active = inhibition above about 29%;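 also: 0% = wells stimulated with agonist and 100% = vehicle wells without agonist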
S1P4 ag = agonists of human S1P4 receptor; O95977; S1P4-expressing cell line, agonist reporter assay; activation, % at 4.98 µM; 220,000 tested, 0.35% active; in the data active = activation above about 11%;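 also: 0% = DMSO vehicle and 100% = reference agonist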
zfTRPN1 agonist = agonists of zebrafish TRPN1 channel; HEK293 zebrafish TRPN1-YFP, Fluo-8 calcium fluorescence; 100% = response to 87 µM carbachol; activation, % at 3 µM; 220,000 tested, 0.18% active; AID 1424;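 active = activation above its plate's cutoff, the mean activation of test wells on that plate plus 3 SD, cut at about 19% in these data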;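 also: 0% = DMSO alone and 100% = 87 µM carbachol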
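Control set: carbachol 87 µM as high control, DMSO as low control; system: HEK293 stable line with zebrafish TRPN1-YFP; read-out: % activation versus carbachol response; detection: intracellular calcium fluorescence with Fluo-8; doses: single test compound dose, 3 µM nominal, 0.3% DMSO; schedule: dye 1 h 37 °C plus 30 min RT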
TRPML3 agonist = agonists of human TRPML3 channel; Q8TDD5; HEK293 TRPML3-YFP, Fluo-8 calcium fluorescence; 100% = the carbachol control signal; 220,000 tested, 0.29% active; activation, % at 3 µM;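 active = activation above its plate's cutoff, the mean activation of the plate's test wells plus 3 SD, cut at about 12% in these data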;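 also: 0% = DMSO only wells and 100% = carbachol wells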
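Test system: HEK293 cells stably carrying human TRPML3-YFP; Doses: single dose, 3 µM final nominal compound, 0.3% DMSO final; Schedule: dye loading 1 h 37 °C then 30 min ambient, 125 s read; Technique: Fluo-8 calcium fluorescence; Benchmarks: high control carbachol 87 µM, low control DMSO.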
Ba/F3 V617F tox = reduce viability of Ba/F3 cells dependent on JAK2V617F; Ba/F3 EpoR-JAK2V617F viability, ATP luminescence; inhibition, % at 5.6 µM; 220,000 tested, 1.1% active; AID 1446;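 active = inhibition above the campaign mean plus 3 SD over all tested compounds, cut at about 24% in these data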;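 also: cytokine-independent growth of Ba/F3 cells driven by EpoR plus mutant JAK2; 0% = DMSO-treated cells and 100% = JAK inhibitor I control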
PERK inh = inhibitors of human PERK kinase. Q9NZJ5. 220,000 tested, 0.17% active. CHO PERK-DD fusion, SEAP luminescence translation reporter. inhibition, % at 5.6 µM;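 active = inhibition above the mean inhibition of all tested compounds plus 3 SD, set separately per screening campaign, cut at about 2.9% in these data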;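 also: PERK kinase domain activated by AP20187 dimerizer at 100 nM; 0% = DMSO with dimerizer and 100% = rapamycin at 8.4 µM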
Target sequence (Q9NZJ5 whole entry, looked up, the tested form may be a part): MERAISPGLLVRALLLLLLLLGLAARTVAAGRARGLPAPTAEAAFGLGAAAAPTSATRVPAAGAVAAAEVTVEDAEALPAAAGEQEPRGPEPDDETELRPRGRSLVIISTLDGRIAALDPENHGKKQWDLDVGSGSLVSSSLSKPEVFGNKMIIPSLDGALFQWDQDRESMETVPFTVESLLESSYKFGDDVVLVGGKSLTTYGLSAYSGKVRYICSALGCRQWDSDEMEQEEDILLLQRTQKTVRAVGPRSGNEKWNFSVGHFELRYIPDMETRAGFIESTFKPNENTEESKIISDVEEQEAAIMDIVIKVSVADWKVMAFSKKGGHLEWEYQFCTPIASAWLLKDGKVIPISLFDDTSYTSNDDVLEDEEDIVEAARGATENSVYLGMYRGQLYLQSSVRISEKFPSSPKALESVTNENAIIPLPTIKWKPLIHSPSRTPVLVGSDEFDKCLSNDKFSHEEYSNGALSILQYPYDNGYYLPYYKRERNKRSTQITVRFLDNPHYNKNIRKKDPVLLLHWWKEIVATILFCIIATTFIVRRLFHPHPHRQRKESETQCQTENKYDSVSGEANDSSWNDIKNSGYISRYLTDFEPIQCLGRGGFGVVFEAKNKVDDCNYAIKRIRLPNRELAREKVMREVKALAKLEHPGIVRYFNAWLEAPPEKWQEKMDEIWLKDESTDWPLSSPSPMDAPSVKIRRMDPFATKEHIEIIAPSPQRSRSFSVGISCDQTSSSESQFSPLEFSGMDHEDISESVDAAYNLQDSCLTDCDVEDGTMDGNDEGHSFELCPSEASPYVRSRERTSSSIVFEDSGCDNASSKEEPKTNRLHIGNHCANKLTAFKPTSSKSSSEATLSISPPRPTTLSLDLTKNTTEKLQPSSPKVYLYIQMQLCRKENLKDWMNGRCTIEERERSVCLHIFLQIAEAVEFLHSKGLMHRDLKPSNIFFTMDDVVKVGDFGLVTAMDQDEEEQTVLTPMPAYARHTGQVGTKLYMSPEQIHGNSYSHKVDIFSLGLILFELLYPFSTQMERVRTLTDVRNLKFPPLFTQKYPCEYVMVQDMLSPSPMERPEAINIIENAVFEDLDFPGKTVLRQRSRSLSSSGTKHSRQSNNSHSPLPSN
Starred values were filed as active, the others as inactive; i = inactive; / = not tested or not shown; & = joins results of further samples.

SMILES | EP2 modulator | BaF3 parental | m-calpain inh | S1P4 antag | S1P4 ag | zfTRPN1 agonist | TRPML3 agonist | Ba/F3 V617F tox | PERK inh
Cc1scc(C(=O)NNC(=S)NCC2CCCO2)c1C (centres undefined) | 12 | 6 | -13 | 17 | -3.1 | 0.1 | -0.2 | 5 | -0.5
O=C(CCc1nc2ccccc2c(=O)[nH]1)OCC(=O)N1CCN(S(=O)(=O)c2ccccc2)CC1 | 3 | 3 | -16 | -6 | 0.5 | 0.3 | -0.2 | 1 | 0.8
Cn1c(SCC(=O)Nc2nccs2)nnc1-c1ccncc1 | 0&-15 | 6 | -81 | -9 | 0.0 | 0.8 | 0.7 | 0 | 0.7
CCCn1c(CNc2ccc(Br)cc2)nc2ccccc21 | 11 | 3 | -28 | 2 | -0.4 | 0.7 | 1.1 | -1 | 0.3
CC/C(=N/NC(=O)c1ccc(Br)o1)c1ccc(Cl)cc1 | 45 | 4 | 11 | -1 | -0.7 | 1.6 | 0.3 | 2 | 0.5
COc1ccc(C(=O)Nc2ccc(S(=O)(=O)Nc3cc(C)nc(C)n3)cc2)cc1OC | 13 | 3 | -23 | -21 | 2.1 | 2.5 | 0.3 | -1 | -0.3
CCOC(=O)c1[nH]c2ccccc2c1NC(=O)c1cc(OC)c(OC)c(OC)c1 | / | 4 | / | -1 | 1.1 | -0.9 | 0.3 | -2 | -1.5
COc1ccc(CCNC(=O)CSc2nnc(CNC(=O)c3cccs3)o2)cc1OC | 2 | 2 | 6 | -29 | -3.7 | -0.9 | 0.2 | -3 | -0.1
CCCNC(=O)Cn1cnc2sc(C(=O)Nc3ccc4c(c3)OCO4)c(C)c2c1=O | -2 | 4 | -35 | 6 | -0.8 | 1.7 | -0.3 | 3 | 0.6
COc1cc(/C=C2/CCc3ccccc3C2=O)cc(OC)c1OC | 43 | 6 | -20 | -8 | -1.2 | -1.1 | -1.1 | -1 | -0.1
O=C(O)CC12CC3CC(C1)CC(n1ncc(NCc4ccc(F)cc4)c(Cl)c1=O)(C3)C2 | -6 | -5 | 27 | -8 | -0.8 | 1.1 | 1.1 | 2 | 0.1
O=C(Nc1ccc(OC(=O)c2ccccc2)c(-c2nc3ccccc3s2)c1)c1ccccc1 | 15 | 2 | 64* | 5 | -3.1 | 0.8 | 0.8 | 3 | 0.1
CCC(=O)Nc1cc(C(C)(C)C)ccc1C(C)=O | 41 | 4 | 12 | -17 | 0.3 | 0.4 | -0.5 | 4 | 0.8
O=C(O)CCCCCNS(=O)(=O)c1ccc(Cl)cc1 | -8 | 4 | 8 | -7 | 1.4 | -0.2 | 0.7 | -1 | 0.9
O=C(Nc1ccccc1)C1CC(=O)n2c(nc3ccccc32)N1 (centres undefined) | 16 | -10 | -21 | -6 | -1.2 | 3.2 | 0.9 | -3 | 1.5
OC(Cc1cccnc1)(Cc1cccnc1)c1cc2ccccc2[nH]1 | 7 | 7 | -4 | -6 | 0.4 | -0.5 | 0.7 | 2 | -0.8
CCOC(=O)c1[nH]c2ccc(OC)cc2c1NC(=O)c1ccc(OC)c(OC)c1 | -21 | 1 | 13 | 5 | -0.4 | -0.2 | 0.4 | -3 | -1.6
Nc1nnc(SCC(=O)Nc2ccccc2)s1 | 4 | -7 | -25 | -5 | -0.8 | 0.6 | 1.0 | -2 | 1.2
O=C(COC(=O)COc1ccccc1Cc1ccccc1)Nc1cccnc1Cl | 36 | 5 | 16 | -15 | 0.1 | 0.4 | -0.2 | 1 | -0.4
COCCNC(=O)CSc1nc2ccccc2c(=O)n1CCCC(=O)NCc1ccccc1 | -14 | 6 | 2 | -8 | 0.3 | 1.4 | -0.9 | 0 | 0.2
O=C(NC1CCCCC1)C(c1ccco1)N(CCc1ccccc1)C(=O)C(F)(F)F (centres undefined) | 40 | 6 | 13 | 0 | 0.6 | -1.4 | 0.2 | 7 | -0.6
C=CCNC(=O)NC(=O)COC(=O)CNS(=O)(=O)c1ccc(F)c(F)c1F | 32 | -4 | -12 | -3 | -0.5 | -0.8 | 0.3 | -1 | 0.2
OCCN(CCO)c1nc(-c2ccccc2)nc2c1oc1ccccc12 | -5 | 4 | -16 | 12 | -1.1 | 1.8 | 1.4 | -4 | 0.3
CC(c1nnnn1C1CCCCC1)N(Cc1ccccc1)Cc1cccnc1 (centres undefined) | 15 | 1 | 7 | 3 | 2.3 | 0.0 | -0.4 | 0 | -0.7
CCCCC(=O)Nc1ccc(C(=O)Nc2nc(CC(=O)OCC)cs2)cc1 | -11 | 5 | -38 | 16 | 1.6 | 3.9 | 0.7 | 0 | -1.5
CSc1ccc(C(=O)C2CCCN(Cc3cccn3-c3cccnc3)C2)cc1 (centres undefined) | -25 | 3 | 21 | -16 | 2.1 | 0.7 | 1.8 | 5 | -0.6
O=C1c2ccccc2C(Nc2ccc(F)c(Cl)c2)N1c1ccccn1 (centres undefined) | 42 | 3 | 15 | -13 | -1.1 | -1.1 | -0.2 | -3 | 1.1
Cc1cc(Cl)ccc1C(=O)C1CCCN(C(=O)c2ccoc2)C1 (centres undefined) | -19 | 7 | 2 | -15 | 2.3 | -1.2 | -0.5 | 1 | 0.5
Cn1cccc1Cc1nnc(SCC(=O)Nc2ccc3c(c2)OCCO3)n1-c1ccc(F)cc1 | 30 | 3 | -11 | 9 | -1.1 | -0.5 | -0.3 | -3 | -0.3
CCOC(=O)C(CCC(=O)O)(CCC(C)C)c1csc(N)n1 (centres undefined) | 16 | 3 | 17 | -13 | -0.4 | -0.8 | 0.5 | -2 | 0.8
O=c1c(-c2nc3ccccc3s2)cccn1Cc1ccc(Cl)cc1 | -37 | 4 | i | -12 | 0.0 | -0.3 | 1.1 | -2 | 0.6
C#CCSc1nnc(-c2cc3c(C(F)(F)F)nn(C)c3s2)n1C | -3 | 2 | 27 | -8 | -0.9 | 0.0 | 1.0 | -5 | -0.3
CCOc1ccc(Cl)cc1S(=O)(=O)n1cnc2cc(C)c(C)cc21 | 70* | 5 | -94 | 3 | 2.5 | 1.6 | 0.2 | 0 | -0.6
CC(=O)Nc1ccccc1Oc1ccccc1 | 42 | 0 | 39 | -3 | 1.6 | -0.5 | 0.1 | -1 | 0.5
CCN(CC)CCCC(C)Nc1c2ccc(Cl)cc2nc2ccc(OC)cc12 (centres undefined) | -73&-47 | 1 | -129 | -5 | 1.0 | 1.5 | 1.0 | 2 | 0.1
CCn1nnc(NC(=O)c2cccnc2Cl)n1 | 24 | 5 | -46 | -5 | 0.2 | 0.7 | 0.8 | 2 | 1.1
Cc1ccc(Nc2ncnc3nc[nH]c23)cc1Cl | 7 | 0 | 11 | -23 | 2.0 | 0.2 | 3.3 | -4 | 1.0
CC1CCCCN1CC(=O)Nc1ccc2c(c1)OC(F)(F)O2 (centres undefined) | -48 | 3 | 4 | -15 | 0.3 | 1.2 | 1.1 | 3 | -0.6
Cc1cc(C)c(C#N)c(SCC(=O)Nc2ccc3c(c2)OCO3)n1 | -1 | -1 | 4 | -5 | 0.5 | -0.1 | -0.1 | -2 | -0.2
COc1ccc(C)cc1-n1nc2ccccc2n1 | 3 | 0 | 6 | 9 | -3.0 | -1.9 | -0.5 | -2 | 0.2
CCc1cccc(CC)c1NC(=S)Nc1cccc(Cl)c1Cl | 0 | -1 | 19 | 2 | -0.8 | -2.0 | -0.5 | 3 | 0.4
CCN(CC)S(=O)(=O)c1cccc(C(=O)NC(C(=O)Nc2nnc(C)s2)C(C)C)c1 (centres undefined) | 17 | 3 | -21 | 2 | 2.0 | 0.8 | -0.3 | -1 | -0.9
COc1ccccc1NC(=O)c1ccc(NC(=O)CSc2ncccn2)cc1 | -15 | 9 | -15 | -18 | -0.8 | 0.2 | 0.1 | 3 | 0.4
COc1ccc(Nc2nc(C)cc(=O)[nH]2)c(OC)c1 | -1&-6 | 6 | -7 | -14 | 0.2 | 0.6 | -0.2 | 1 | -0.6
Cc1cccc(-c2nnnn2-c2cccc(C)c2)c1 | 30 | 4 | 10 | -13 | 4.0 | -0.1 | 1.5 | -4 | 0.2
COc1ccc(C(=O)CC2OC(=O)c3ccccc32)cc1OC (centres undefined) | 21 | 0 | 9 | -3 | 2.1 | 2.5 | 1.2 | -4 | 1.5
CCO[C@@H]1OC(C(=O)Nc2ccccc2)=C[C@H](c2ccc(Br)cc2)[C@H]1CCCO | 3 | -3 | 6 | -2 | -0.7 | 1.2 | 1.6 | -1 | 1.0
CCc1ccc(NC(=O)N[C@H](C(=O)O)C(C)CC)cc1 (some centres undefined) | -20 | -2 | 15 | -5 | -0.3 | 2.1 | 1.2 | 5 | 0.0
Cc1ccc(C(=O)/C=C/C(=O)c2ccc(C)cc2)cc1 | -56 | 2 | 15 | 23 | -2.6 | 0.0 | -0.3 | -6 | 1.3
COc1ccc([N+](=O)[O-])cc1N(CC(O)CN1CCCCC1)S(=O)(=O)c1ccccc1 (centres undefined) | -15 | 8 | -9 | -4 | 2.1 | -0.7 | 0.4 | -2 | -1.1
COc1cc(NC(=O)CN2C(=O)c3ccccc3C2=O)c(C(=O)O)cc1OC | 6 | 0 | -13 | -8 | 0.8 | -0.4 | 0.6 | -4 | 1.5
CC(=O)c1cnc(SCCN2C(=O)c3ccccc3C2=O)nc1C | -16 | 9 | -2 | 1 | -2.4 | 0.5 | -0.3 | 10 | 0.0
COc1ccc(NC(=O)N2CCN(c3nc4ccccc4n3C(C)C)CC2)cc1 | -29&3 | 6 | -8 | -5 | 1.2 | -0.9 | 0.3 | -3 | -0.4
C=CCn1c(CSc2nnc(-c3ccccc3)n2C)n[nH]c1=S | 1 | 1 | 6 | 1 | -0.2 | 0.6 | 0.9 | -3 | 1.0
Cc1sc(NC(=O)c2ccco2)c(CN2CCN(c3ccc(F)cc3)CC2)c1C | 15 | 0 | -50 | 8 | 1.1 | -0.7 | 0.6 | -3 | -0.7
O=[N+]([O-])c1ccc(N=Cc2c(O)ccc3ccccc23)cc1 | 27 | 0 | 0 | 2 | 0.7 | -0.5 | 0.8 | -3 | 1.5
CC(C)N1CCN(Cc2ccc(Oc3ncccn3)cc2)CC1CCO (centres undefined) | 7 | 7 | -46 | -18 | 1.5 | 2.5 | -0.4 | -2 | 1.1
Cc1ccc(NC(=O)CCN2CCN(CCO)CC2)cc1Br | -15 | -1 | 8 | 14 | 0.2 | -0.1 | 1.0 | -3 | 1.1

Not a hit list. Share with any hit: about 3.6%.
